Compound activity as filed in PubChem.
EBNA-1 inh = blocks EBNA-1 binding to DNA. 300,000 tested, 0.34% active. EBNA-1 DNA binding, fluorescence polarization. inhibition, % at 14.8 µM; in the data active = inhibition above about 28%
GSTO1 inh = GSTO1 inhibition, counter-screen for RBBP9 inhibitors; P78417; recombinant GSTO1, activity-based probe fluorescence polarization; inhibition, % at 5.96 µM; 300,000 tested, 1.1% active; AID 1974;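 active = inhibition above the campaign mean inhibition plus 3 SD, cut at about 35% in these data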;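 note: 0% = GSTO1-1 with DMSO and 100% = wells lacking GSTO1-1 enzyme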
Target sequence (P78417 whole entry, looked up): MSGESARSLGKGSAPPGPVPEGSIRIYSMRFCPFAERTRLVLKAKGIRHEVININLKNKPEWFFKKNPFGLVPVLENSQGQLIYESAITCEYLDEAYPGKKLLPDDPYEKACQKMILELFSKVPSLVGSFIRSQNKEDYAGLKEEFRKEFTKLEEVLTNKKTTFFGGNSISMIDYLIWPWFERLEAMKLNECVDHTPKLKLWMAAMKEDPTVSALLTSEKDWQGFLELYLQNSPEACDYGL
LYPLA2 inh = LYPLA2 (human) inhibition in PME1 counter-screen; 320,000 tested, 0.38% active; inhibition, % at 5.9 µM; O95372; recombinant LYPLA2, FP-Rh probe fluorescence polarization; AID 2177;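 active = inhibition above the screen-wide mean plus 3 SD, limit set per campaign, cut at about 26% in these data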;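 note: 0% = LYPLA2 with DMSO and 100% = wells lacking LYPLA2 enzyme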
Target sequence (O95372 whole entry, looked up): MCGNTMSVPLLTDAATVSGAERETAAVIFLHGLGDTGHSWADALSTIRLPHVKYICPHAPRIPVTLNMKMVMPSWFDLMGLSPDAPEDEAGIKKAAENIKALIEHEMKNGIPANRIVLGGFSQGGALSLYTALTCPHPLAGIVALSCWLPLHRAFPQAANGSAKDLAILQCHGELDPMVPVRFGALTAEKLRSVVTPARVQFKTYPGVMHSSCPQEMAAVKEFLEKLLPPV
PAFAH2 FP inh = inhibitors of human PAFAH2; Q99487; recombinant PAFAH2, FP-rhodamine activity probe, fluorescence polarization; inhibition, % at 3.39 µM; 340,000 tested, 0.99% active;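 active = inhibition above the mean over all tested compounds plus 3 SD, cut at about 30% in these data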;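 note: inhibitors block probe labeling of enzyme so polarization drops; 0% = enzyme with DMSO and 100% = wells lacking PAFAH2 protein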
PREPL inhibitor = human PREPL enzyme inhibition; inhibition, % at 5.96 µM; recombinant PREPL, fluorescence polarization activity-based probe; AID 2751; Q4J6C6; 320,000 tested, 0.68% active; in the data active = inhibition above about 43%;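 note: 0% = enzyme with DMSO and 100% = wells lacking enzyme; many of its hits are not listed in these tables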
LYPLA1 counter = counter-screen for PME1 inhibitors: inhibitors of human LYPLA1; O75608; recombinant LYPLA1, FP-Rh probe fluorescence polarization; inhibition, % at 5.9 µM; 320,000 tested, 0.16% active; AID 2174;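 active = inhibition above the mean of all tested compounds plus 3 SD, set per campaign, cut at about 14% in these data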;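 note: inhibitors block serine hydrolase probe labeling of LYPLA1 so polarization falls; 0% = enzyme with DMSO and 100% = wells lacking LYPLA1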
Target sequence (O75608 whole entry, looked up): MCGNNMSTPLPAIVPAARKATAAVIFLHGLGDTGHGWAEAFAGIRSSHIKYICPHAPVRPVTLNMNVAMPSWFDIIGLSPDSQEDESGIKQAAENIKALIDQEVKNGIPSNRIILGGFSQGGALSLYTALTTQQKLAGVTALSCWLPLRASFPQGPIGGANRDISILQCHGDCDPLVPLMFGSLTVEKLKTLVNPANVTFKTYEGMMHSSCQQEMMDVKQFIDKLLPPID
PAFAH1B3 FP inh = PAFAH1B3 (human) inhibition. Q15102. recombinant PAFAH1B3, FP-rhodamine probe, fluorescence polarization. inhibition, % at 3.39 µM. 340,000 tested, 0.28% active;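 active = inhibition above the screen-wide average of all tested compounds plus 3 SD, cut at about 25% in these data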;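 note: 0% = enzyme with DMSO only and 100% = wells lacking PAFAH1B3 protein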
ZTA DNA inh = blocks Epstein-Barr virus ZTA, an EBNA-1 counter-screen; P03206; ZTA-DNA binding, fluorescence polarization; inhibition, % at 11 µM; 320,000 tested, 0.15% active; AID 2234; in the data active = inhibition above about 33%
PAD4 FP inh = blocks human protein arginine deiminase 4. inhibition, % at 6.36 µM. recombinant PAD4, RCA probe fluorescence polarization. Q9UM07. 330,000 tested, 0.41% active;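 active = percent inhibition above a cutoff equal to the mean of all tested compounds plus 3 SD, cut at about 15% in these data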;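 note: 0% = PAD4 with RCA probe and DMSO and 100% = probe without PAD4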
* hit, by the source's call; nt = no result given.

SMILES	EBNA-1 inh	GSTO1 inh	LYPLA2 inh	PAFAH2 FP inh	PREPL inhibitor	LYPLA1 counter	PAFAH1B3 FP inh	ZTA DNA inh	PAD4 FP inh
Cc1ccc(SCC(=O)NCCc2ccc(F)cc2)cc1	6	0	1	2	-42	-7	7	11	-1
CN(C(=O)c1cc2ccccc2cc1O)C1CCCCC1	6	0	5	3	-3	-2	-7	6	3
Cc1oc(S(=O)(=O)N2CCOCC2)cc1C(=O)Nc1ccc(Cl)cc1	3	-9	4	-3	-1	0	-1	-6	2
CCc1ccc(OC(C)C(=O)Nc2ccc(S(=O)(=O)Nc3cc(C)on3)cc2)cc1 (stereo unspecified)	6	1	7	1	14	4	-2	1	0
CCOc1ccc(CNC(=O)c2ccc(Sc3ccc(Cl)cc3)c(NC(C)=O)c2)cc1OC	-2	0	4	0	-5	-2	6	-21	4
COc1cc(N)c(Cl)cc1C(=O)OCC(=O)N(C)C1CCCCC1	nt	nt	8	55*	-2	-3	9	5	1
CN(Cc1ccccc1)S(=O)(=O)c1ccc(Cl)nc1	-11	10	7	-1	-5	2	2	-15	-4
COCCc1nc2ccc(C(=O)N3CCCCC3COC)cc2o1 (stereo unspecified)	-3	-5	0	4	-3	2	5	-5	-2
FC(F)C(F)(F)c1cc(-c2ccccc2)n[nH]1	-15	-6	6	-2	-8	0	7	-10	-1
COc1cc(O)c(CCC(=O)c2ccc(OC)c(OC)c2)c(OC)c1	-25	8	0	4	14	-2	12	-4	0
O=C(NNC1=NC2(CCCC2)Cc2ccccc21)c1ccncc1	2	5	-3	6	11	-2	5	-19	-2
Cc1ccc(CNC(=O)C2CC(c3cccc([N+](=O)[O-])c3)=NO2)cc1 (stereo unspecified)	-1	0	1	-1	-7	-1	1	-9	2
Cc1cc(C)nc(NS(=O)(=O)c2ccc(NC(=O)c3cc(-c4ccccc4)nc4ccccc34)cc2)n1	8	-16	-1	-10	-2	-9	-4	10	-3
Cn1c(SCC(=O)Nc2ccccc2)nnc1-c1ccc2nonc2c1	-4	14	-6	-3	-4	0	-1	-2	0
CC(=O)c1ccc(N2C(=O)C3C4C=CC(CC4)C3C2=O)cc1 (stereo unspecified)	4	-4	6	2	21	1	4	-5	6
Cc1ccc(C(=O)COC(=O)CNC(=O)c2ccco2)cc1	-18	0	4	1	10	1	4	-5	-3
O=C(NCc1cn(-c2ccccc2)nc1-c1ccccc1)c1cc([N+](=O)[O-])cc([N+](=O)[O-])c1	-12	-1	-7	1	-3	0	2	-12	-7
COc1ccc(CN(C)Cc2nc3cc(OC)c(OC)cc3c(=O)[nH]2)c(OC)c1	8	0	-4	-2	10	1	3	15	-1
CCOC(=O)c1cc(=O)[nH]c2ccccc12	6	7	8	2	3	3	3	-4	3
CN(CC(=O)Nc1ccc(F)c(F)c1F)c1cnccn1	6	14	1	nt	3	8	nt	10	0
Cc1cnc(C(=O)OCC(=O)NC(C)CCc2ccccc2)cn1 (stereo unspecified)	4	6	1	4	-2	-3	2	-1	1
CCNc1nc(NCC)nc(N/N=C/c2ccc(O)c(O)c2)n1	3	38*	-3	-2	6	-4	7	0	-1
Cc1cc(-n2c(C)cc(C(=O)CSc3ccc4c(c3)OCCO4)c2C)no1	-3	2	5	-7	-6	3	9	-13	3
CC(=O)Oc1ccc(-n2c(=O)c3ccccc3c3ccccc3c2=O)cc1	9	-7	-1	7	8	3	9	9	-2
C=C(C)COc1ccc(-c2nc(N)nc(C)c2Oc2ccccc2OC)c(O)c1	-11	-4	0	0	15	-3	1	-1	-2
Next part:
SMILES	EBNA-1 inh	GSTO1 inh	LYPLA2 inh	PAFAH2 FP inh	PREPL inhibitor	LYPLA1 counter	PAFAH1B3 FP inh	ZTA DNA inh	PAD4 FP inh
COCCCC1CCN(C(=O)c2cc(COc3ccc(C)nc3)on2)CC1	-7	6	16	-4	17	3	-3	-4	5
CC1=CC(C)(C)N(C(=O)CSc2nnc(N)s2)c2cc(C)c(C)cc21	1	6	2	-13	0	1	9	-4	2
Cc1nc2c(C#N)cnn2c2c1CCN(Cc1ccccc1)N2C	-2	10	3	4	-3	1	2	5	-1
O=C(O)c1cc(S(=O)(=O)Nc2ccc3cn[nH]c3c2)ccc1O	nt	nt	-2	6	4	-1	9	-6	-7
Cc1ccc(NC(=O)COC(=O)C2CCN(c3ccc(C(F)(F)F)cn3)CC2)cc1	nt	nt	-14	13	8	-8	10	-13	1
Cc1nn(Cc2cccc(F)c2)c(C)c1NC(=O)c1ccc(COc2ccccc2Cl)cc1	1	-5	7	-9	6	-11	-7	-9	4
N#Cc1ccccc1OCC(=O)NNC(=O)CCC1CCCC1	nt	nt	nt	41*	0	nt	1	nt	5
O=C(NC1CCCC1)c1cc(-c2ccc(Cl)cc2Cl)on1	-5	-1	-1	-4	-7	1	5	-10	2
CCOC(=O)c1cnn2c(C)cc(-c3ccccc3)nc12	4	-4	4	-2	0	-1	10	-2	-3
O=C(CSc1ncn[nH]1)Nc1ccccc1Sc1ccc(Cl)cc1	-2	4	11	3	3	-1	3	-14	1
CC(=O)Nc1ccc(S(=O)(=O)NCc2ccc(C)cc2)cc1	-2	11	-2	-8	-5	4	6	-2	-3
COc1ccccc1-n1cc(C(=O)NCC(=O)N2CCN(c3ccccn3)CC2)c2ccccc2c1=O	2	17	5	-3	7	1	11	-4	3
Cc1nnc(NC(=O)C23CC4CC(CC(C4)C2)C3)s1	1	-4	-4	6	0	-6	2	12	-1
COc1cccc(C(=O)Nc2cccc(NC(=O)c3cccs3)c2)c1	11	-12	-5	-6	3	-7	0	-11	-3
COC(=O)c1ccccc1NC(=O)Nc1cnccn1	10	-4	3	4	-6	-2	5	8	0
CCc1ccc(NC(=O)Nc2ccon2)cc1	0	-2	-4	-7	-7	-3	6	-13	0
C[C@H](CO)N1C[C@H](C)[C@@H](CN(C)C(=O)Nc2ccc(C(F)(F)F)cc2)Oc2ccc(NC(=O)C3CC3)cc2C1=O	nt	nt	nt	3	36	nt	8	nt	1
CCOC(=O)c1cc(NC(=O)c2cccnc2)ccc1N1CCOCC1	3	13	3	2	-10	0	10	2	1
CSCC[C@H](NC(=O)OCc1ccccc1)C(=O)O	2	3	4	1	2	1	5	-11	-4
CN(c1nc2c(c(=O)n(C)c(=O)n2C)n1CC(=O)c1ccccc1)C1CCCCC1	-7	-3	-1	5	20	1	0	-9	1
CC1=C(C(=O)Nc2ccccc2)C(c2ccco2)NC(=S)N1 (stereo unspecified)	-2	2	-3	-4	4	2	3	6	-2
CNc1ncc(C(=O)c2ccc(Cl)cc2)s1	8	-1	-10	-3	-2	-6	4	11	-1
O=C(c1cc[n+]([O-])cc1)N1CCCC(N2CCN(c3cccc(C(F)(F)F)c3)CC2)C1 (stereo unspecified)	-1	1	25	-7	13	4	1	1	3
CC1(C)CC(=O)C2=C(C1)OC(N)=C(C#N)[C@@H]2c1ccccc1[N+](=O)[O-]	-11	6	8	11	10	2	7	-2	2
CCn1c(SCC(=O)Nc2ccc(C(C)=O)cc2)nc2nc3c(cc2c1=O)COC(C)(C)C3	7	8	4	-2	7	4	6	4	0
CCc1ccc(/C=C2\SC(=S)N(CCCC(=O)Nc3ccccn3)C2=O)cc1	5	2	4	-21	4	-12	-7	10	-2
CCN(CC)C(=O)C1CCCN(Cc2ccccc2F)C1 (stereo unspecified)	9	8	4	2	-3	8	6	4	-3

Reformatted: 7 of the compounds above.
smiles | EBNA-1 inh | GSTO1 inh | LYPLA2 inh | PAFAH2 FP inh | PREPL inhibitor | LYPLA1 counter | PAFAH1B3 FP inh | ZTA DNA inh | PAD4 FP inh
CC(=O)Oc1ccc(-n2c(=O)c3ccccc3c3ccccc3c2=O)cc1 | 9 | -7 | -1 | 7 | 8 | 3 | 9 | 9 | -2
COc1cc(O)c(CCC(=O)c2ccc(OC)c(OC)c2)c(OC)c1 | -25 | 8 | 0 | 4 | 14 | -2 | 12 | -4 | 0
Cc1nnc(NC(=O)C23CC4CC(CC(C4)C2)C3)s1 | 1 | -4 | -4 | 6 | 0 | -6 | 2 | 12 | -1
O=C(CSc1ncn[nH]1)Nc1ccccc1Sc1ccc(Cl)cc1 | -2 | 4 | 11 | 3 | 3 | -1 | 3 | -14 | 1
N#Cc1ccccc1OCC(=O)NNC(=O)CCC1CCCC1 | nt | nt | nt | 41* | 0 | nt | 1 | nt | 5
CC1=C(C(=O)Nc2ccccc2)C(c2ccco2)NC(=S)N1 (stereo unspecified) | -2 | 2 | -3 | -4 | 4 | 2 | 3 | 6 | -2
COc1ccc(CN(C)Cc2nc3cc(OC)c(OC)cc3c(=O)[nH]2)c(OC)c1 | 8 | 0 | -4 | -2 | 10 | 1 | 3 | 15 | -1

An excerpt; rates above refer to the full screens.
